# Screening results (PubChem)
# Yfh1-off respiration = mitochondrial function rescue without frataxin homolog – Friedreich's ataxia, plus single-dose screen, dose response (AID 1465); S. cerevisiae Yfh1-off respiration, WST-1 reduction, 72 h; higher fold induction means a stronger effect; one-dose fold induction at 50 µM; EC50 in µM for titrated hits; actives 0.074% (n = 220,000);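 active means fold induction of absorbance versus untreated yeast above a set limit, then at least 30% activation at any dose in follow-up; inconclusive means repeats straddling the limit, or above it without dose testing; inactive means fold induction below the set limit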;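 further: activators that raise dye reduction in frataxin-depleted yeast; strong numbers were not always called active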
# WT yeast gro inh = growth inhibition of WT yeast, mitochondrial fusion screen | mitochondrial fusion phenotypic screen, WT strain | actives 2.1% (n = 190,000) | AID 1362 | inhibition, % at 10 µM; in the data active means inhibition above about 58%; tested in S. cerevisiae
# Dynein cargo inh = dynein cargo transport inhibition; 3617.4 mouse cells, GR-EGFP nuclear translocation imaging; test concentration mostly 20 µM; stimulated with dexamethasone, 1 µM; active compounds read low; z-score, hits read low; actives 0.47% (n = 220,000);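 active means plate z-score of nuclear minus cytoplasmic receptor signal below a set negative limit, without overly bright fluorescence or cell loss, cut at about -3.5 in these data, passing the limit was not always enough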;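 further: z-score of nuclear minus cytoplasmic ring GR-EGFP intensity difference per well; some compounds called inactive have numbers as strong as hits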
#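 medium = tetracycline-free induction medium containing charcoal-stripped FBS | probe or stimulus = dexamethasone, 1.0 µM final | timing = 48 h induction, then 1 h compound, then 30 min agonist, 37 °C | detection = automated 10x imaging of fixed Hoechst-stained cells | read-out basis = nuclear versus cytoplasmic GR-EGFP signal, averaged per well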
# P. falciparum M17LAP = P. falciparum M17LAP inhibitors, primary screen, biochemical, fluorogenic H-Leu-NHMec substrate, 1536-well (AID 1619); recombinant M17LAP, H-Leu-NHMec fluorogenic kinetic assay; higher % means a stronger effect; one-dose inhibition, % at 30 µM; IC50 in µM for titrated hits; actives 0.38% (n = 220,000);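 active means compound inhibiting the enzyme by more than half at any dose during confirmatory dose-response retesting; inconclusive means strong single-dose inhibitors picked by rank but not retested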;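 further: plate controls were full reaction with DMSO carrier for no effect and no enzyme background for full effect; strong numbers were not always called active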
# P. falciparum M1AAP = malaria alanyl aminopeptidase activity blockers – biochemical, fluorogenic H-Leu-NHMec substrate, 1536-well (AID 1445); recombinant M1AAP, H-Leu-NHMec fluorogenic kinetic assay; higher % means a stronger effect; inhibition, % at 30 µM; hits with a dose series show IC50 in µM; actives 0.42% (n = 220,000);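 active means primary inhibition above the hit cutoff, then over 50% inhibition at one or more dose response concentrations, cut at about 23% in these data, passing the limit was not always enough; inconclusive means conflicting primary data, or primary hits not chosen for dose response; inactive means low primary inhibition, or under 50% at every dose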;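 further: plate controls were DMSO full reaction for no effect and no enzyme background for full effect; strong numbers were not always called active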
# T cell HTS = T cell immune modulation candidate; 2C CD8+ T cell-vesicle binding, flow cytometry; active compounds read low; calls only at 7 µM; actives 0.068% (n = 330,000); AID 2052;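 active means response, share of CD8 T cells binding vesicles, and their 90th percentile fluorescence all below set limits, cut at about 80% in these data, passing the limit was not always enough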
#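 Also added: QL9-peptide-loaded Drosophila micro-vesicles bearing Ld, ICAM-1 and B7-1; Test system: purified 2C TCR transgenic mouse naive CD8+ T cells; Measured by: cytometric PE anti-B7-1 and Alexa647 anti-CD8 signals after 1% paraformaldehyde fixation; Timing: binding step 1.5 h, 37 °C, antibody labelling 20 min, ice.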
# b-catenin transl = alters nuclear translocation of beta-catenin in HeLa cells; immunofluorescence imaging; actives 0.3% (n = 190,000); nuclear translocation activity, % at 5 µM;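 active means nuclear translocation activity above 50% at 5 µM, with a well cell count of 50 or more; inconclusive means wells under 50 cells across six images, flagged as toxic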;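 further: per-cell ratio of nuclear to cytoplasmic median beta-catenin stain intensity; plate controls were DMSO negative control for no effect and GSK-3 inhibitor IX positive control for full effect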
#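 Test system: HeLa cells, endogenous beta-catenin; Compound: single 5 µM dose plus 0.02–20 µM confirmation series; Times: compound exposure 24 h at 37°C; Signal: fluorescence imaging of beta-catenin antibody stain plus DAPI; Read-out: % activation, nuclear-to-cytoplasmic median beta-catenin signal ratio per cell.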
# Autophagy mod = modulators of autophagy; MEF GFP-LC3 puncta imaging; test concentration mostly 10 µM; actives 0.98% (n = 190,000); calls only at 10 µM (by protocol);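 active means percentage of spot-positive cells more than 3 SD above its plate mean, without a fluorescence outlier flag or 80% toxicity; inconclusive means no clear call, values can overlap the other calls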;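 further: spot-positive cell cutoff set from DMSO-treated cells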
# MT stabilize HCS = microtubule stabilization, imaging screen | HeLa tubulin immunostaining HCS, 24 h; share of cells brighter than vehicle mean+2SD | % tubulin-high responders, % at 10 µM | actives 0.83% (n = 200,000) | AID 2205;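 active means plate Z-score above 3 for both tubulin-high and condensed-nucleus cell shares, with cell loss under 80%, at 10 µM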;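 further: anti alpha tubulin signal scored within the nucleus-defined area of each cell; some results filed as inactive read as strong as hits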
# WT yeast gro inh mutant strain = further read-out of WT yeast gro inh, marked with its call; inhibition, %; mitochondrial fusion phenotypic screen, mutant strain inhibition
# Dynein cargo inh cytoplasmic EGFP = also measured in Dynein cargo inh; calls as there; z-score; measured here: cytoplasmic GR-EGFP intensity; active compounds read high
# Dynein cargo inh nuclear GR-EGFP = further read-out of Dynein cargo inh, marked with its call; z-score; measured here: nuclear GR-EGFP intensity;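 lower value marks the stronger effect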
# Dynein cargo inh cell count = also measured in Dynein cargo inh; calls as there; z-score; measured here: cell count per field
# b-catenin transl cell count 5 µM = also measured in b-catenin transl; calls as there; cell count; measured here: cell count, cytotoxicity flag
# T cell HTS vesicle-bound % = further read-out of T cell HTS, marked with its call; double positive events, %; measured here: CD8+ vesicle-bound cell fraction;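 binding gate set so that unloaded-vesicle control wells show 10% double positive cells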
# MT stabilize HCS Hoechst-high % = second read-out of MT stabilize HCS, no call of its own (marks repeat the call); % Hoechst-high responders; measured here: nuclear condensation Hoechst responders;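 share of cells brighter than vehicle mean plus two SD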
# MT stabilize HCS cytotoxicity % = second read-out of MT stabilize HCS, no call of its own (marks repeat the call); toxicity, %; measured here: cytotoxicity by cell density;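 0% = mean cell density of plate MIN control wells and 100% = no cells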
# Autophagy mod cell loss 18 h = further read-out of Autophagy mod, marked with its call; toxicity, %; measured here: cell loss, nuclei count;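 cell loss after 18 h compound exposure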
# Active calls of the source: *; i = inactive; u = inconclusive; x = no result given; + = active, no number.
SMILES,Yfh1-off respiration,WT yeast gro inh,WT yeast gro inh mutant strain,Dynein cargo inh,Dynein cargo inh cytoplasmic EGFP,Dynein cargo inh nuclear GR-EGFP,Dynein cargo inh cell count,P. falciparum M17LAP,P. falciparum M1AAP,T cell HTS,T cell HTS vesicle-bound %,b-catenin transl,b-catenin transl cell count 5 µM,Autophagy mod,Autophagy mod cell loss 18 h,MT stabilize HCS,MT stabilize HCS Hoechst-high %,MT stabilize HCS cytotoxicity %
Cc1nn(CC(C)C)c(Cl)c1C(=O)O,i,-15,12,1.8,-0.25,1.2,-2.2,-7%,15%,i,52,-5.0,1139,i,0,3.3,2.0,8.0
Cc1cc(/C=C2/C(=O)NC(=O)N(Cc3ccco3)C2=O)c(C)n1-c1ccc(C(=O)O)cc1,i,-31,5,0.31,-0.026,-0.063,-0.013,47%,18%,i,43,-0.6,1614,i,17,2.7,2.3,5.8
CSc1ncc(/C=C2/C(=O)NC(=O)N(c3ccc(C)cc3)C2=O)cn1,i,7,7,0.97,-0.26,0.67,-0.4,12%,10%,i,31,-1.3,973,i,-19,3.1,2.1,11
NC(=O)c1ccc(N=Cc2c(O)n(Cc3ccco3)c(=O)[nH]c2=O)cc1,i,x,x,-0.023,-0.26,0.54,-0.71,-5%,5%,i,32,0.9,1295,x,x,x,x,x
COc1ccccc1OCC#CCN1CCCC(C)C1 (stereo not given),i,-13,0,-0.38,-0.31,0.53,-0.43,-1%,-5%,i,22,-0.6,1440,i,5,6.0,1.9,6.6
Nc1ccc(C(=O)N/N=C2/CN3CCC2CC3)cc1,i,2,2,-0.41,0.22,0.11,0.36,3%,3%,i,32,x,x,i,-12,1.1,1.5,7.9
CCC1(CCCC(=O)c2ccc(F)cc2)C(=O)NC(=S)NC1=O,i,18,9,0.24,-0.25,0.2,0.64,28%,1%,i,21,-2.4,584,i,26,5.2,1.5,4.7
CCCCn1c(O)c(C(C)=NCCc2ccccc2)c(=O)[nH]c1=O,i,-5,-8,-0.15,-0.27,0.04,0.38,6%,-3%,i,17,x,x,i,-8,2.0,0.4,21
COc1ccc(CN2CCCC(C(=O)c3ccccc3SC)C2)cc1O (stereo not given),i,3,9,-0.56,-0.31,-0.24,1.6,17%,-2%,i,42,-0.1,1505,i,-2,1.6,1.5,7.8
CCOC(=O)C1(CCCc2ccccc2)CCN(C2CCC2)CC1,i,13,12,-0.51,-0.082,-0.091,0.23,-4%,-3%,i,32,0.1,1577,i,15,5.4,1.5,3.7
CC(C)COc1ccc(C2(C#N)CC[N+](C)(C)CC2)cc1,i,6,12,1.2,-0.19,0.26,-0.83,8%,-3%,i,54,x,x,i,-1,2.4,1.1,2.1
O=c1[nH]c(=O)n(Cc2ccco2)c(O)c1C=NCc1ccco1,i,6,3,-0.29,-0.24,0.025,0.75,13%,9%,i,16,-0.3,560,i,-11,2.7,2.1,5.5
COc1ccc(C(Nc2ccccc2)P(=O)(Oc2ccccc2)Oc2ccccc2)cc1 (stereo not given),i,3,-27,-0.48,-0.31,-0.61,0.76,7%,-1%,i,1,-0.6,1043,i,3,1.2,4.2,16
COc1cccc(NP(=O)(Oc2ccc(Cl)cc2)Oc2ccc(Cl)cc2)c1,i,63*,24*,1.1,-0.25,0.34,-0.44,-4%,-2%,i,44,90*,458*,i,-8,5.1,15,7.9
O=c1[nH]c(=O)n(CCc2ccccc2)c(O)c1C=NCc1ccc2c(c1)OCO2,i,4,3,-0.59,0.37,0.065,-0.024,6%,2%,i,33,4.1,1083,i,-2,1.9,1.2,1.7
O=C(Nc1ccccc1)Oc1ccccc1,i,-8,-2,-0.76,-0.26,-0.52,0.62,9%,2%,i,10,1.2,1117,i,0,2.9,1.9,3.9
COc1c2c(cc3c1OCO3)CC[N+](C)=C2,i,10,-9,-0.26,-0.27,-0.019,0.25,2%,0%,i,60,-1.7,1142,i,-17,3.8,2.1,11
CC(=O)NC(Cc1ccc(N(CCCl)CCCl)cc1)C(=O)NC(CC(C)C)C(=O)O (stereo not given),i,-6,-5,-0.38,-0.33,0.12,0.91,x,x,i,0,1.0,1023,i,52,1.8,1.9,2.1
CN(C)C(=O)NC(O)C(Cl)(Cl)Cl (stereo not given),i,-2,2,-1.5,-0.28,-0.69,2.1,8%,0%,i,53,x,x,i,-10,1.2,0.5,3.8
CCOc1ccc(-c2cc(C)[n+](CCN(CC)CC)c(-c3ccc(OCC)cc3)c2)cc1,i,x,x,-0.18,-0.27,-0.072,-0.2,4%,5%,i,51,-0.3,1067,x,x,x,x,x
CCN1CCN(Cc2ccccc2C)CC1,i,3,-12,1.7,-0.12,1.4,-1,-5%,2%,i,12,-0.1,1047,i,-3,3.1,2.1,1.8
CCn1cc(CN2CCCC(C(=O)c3cccc(OC)c3)C2)c(C)n1 (stereo not given),i,-4,-15,0.015,-0.17,-0.1,-0.51,11%,-2%,i,54,-0.3,1570,i,-12,1.2,2.0,6.0
CN(C)C(=O)Oc1cccc2c(OC(=O)N(C)C)cccc12,i,15,-4,-0.7,-0.22,-0.34,0.57,30%,3%,i,33,-0.5,1217,i,-4,1.6,0.9,6.0
CC(Cc1ccccc1)[n+]1cc(/N=C(\[O-])Nc2ccccc2)on1 (stereo not given),i,16,-6,-0.27,0.3,0.11,0.47,7%,1%,i,15,2.9,1043,i,6,1.2,2.2,9.0
O=C(/C=C/c1ccc2c(c1)OCO2)c1c(O)n(CCC2=CCCCC2)c(=O)[nH]c1=O,i,0,0,-1.2,0.0075,-0.41,-0.32,14%,4%,i,38,4.7,1008,i,2,5.3,8.9,1.2
# More structures follow:
SMILES,Yfh1-off respiration,WT yeast gro inh,WT yeast gro inh mutant strain,Dynein cargo inh,Dynein cargo inh cytoplasmic EGFP,Dynein cargo inh nuclear GR-EGFP,Dynein cargo inh cell count,P. falciparum M17LAP,P. falciparum M1AAP,T cell HTS,T cell HTS vesicle-bound %,b-catenin transl,b-catenin transl cell count 5 µM,Autophagy mod,Autophagy mod cell loss 18 h,MT stabilize HCS,MT stabilize HCS Hoechst-high %,MT stabilize HCS cytotoxicity %
CN1C(=O)C(=CN2CCN(C(=O)c3ccco3)CC2)C(=O)N(C)C1=S,i,-9,-15,0.24,-0.24,0.14,-0.8,12%,8%,i,5,-0.3,933,i,-6,3.0,2.8,8.0
COc1ccc(C(C)=O)cc1CC(C(=O)c1ccccc1)N(C)C (stereo not given),i,-4,9,-1.2,-0.24,-0.3,0.69,5%,2%,i,26,-0.7,1128,i,0,4.6,3.3,4.1
O=C1NC(=S)NC(=O)C1=Cc1cccc2cc3ccccc3cc12,i,x,x,-2.1,1.5,-0.99,-1.9,11%,20%,x,x,58*,478*,x,x,x,x,x
Cn1c(O)c(/C=N/N2CCOCC2)c(=O)[nH]c1=S,i,x,x,1.2,-0.19,0.59,0.25,6%,8%,i,27,-0.7,1223,x,x,x,x,x
CNC(=O)c1cccn(Cc2cccc(C(F)(F)F)c2)c1=O,i,15,18,-0.8,-0.31,-0.055,0.34,-1%,7%,i,46,-0.7,1094,i,-5,2.1,1.9,0.6
O=c1[nH]c(=S)n(C2CC2)c(O)c1C=NCCN1CCOCC1,i,x,x,1.5,-0.24,0.69,-1.1,2%,10%,i,24,-1.0,1114,x,x,x,x,x
O=C(c1ccccc1)c1ccc(N=Nc2c(O)[nH]c(=O)[nH]c2=O)cc1,i,-1,7,-0.31,0.71,0.42,0.42,-2%,3%,i,1,2.1,1058,i,-11,4.3,3.2,7.3
O=C(Cn1nc(Cc2cccnc2)c2ccccc2c1=O)N1CCC2(CC1)OCCO2,i,-1,7,-1.1,-0.15,-0.23,-0.013,18%,2%,i,35,1.5,922,i,-21,4.0,1.4,10
CC1CN=C(NCc2ccccc2)S1 (stereo not given),i,4,0,-0.53,0.028,-0.1,0.56,-2%,4%,i,20,-0.6,1172,i,-10,2.2,1.4,3.7
O=c1[nH]c(=O)n(-c2ccc(Cl)cc2)c(O)c1C=Nc1ccc(S(=O)(=O)Nc2nccs2)cc1,i,-12,0,-0.47,-0.27,-0.22,0.11,-1%,12%,i,22,0.1,494,i,0,1.5,3.1,5.2
CCC(=NCCN1CCCCC1)c1c(O)n(C)c(=O)n(C)c1=O,i,-6,-7,0.066,-0.15,-0.0092,-1.5,-8%,4%,i,61,x,x,+,x,3.2,1.8,8.1
CN1CCN(c2ccc([N+](=O)[O-])c(N/N=C3\CN4CCC3CC4)c2)CC1,u,42,20,-0.57,-0.23,-0.4,0.5,18%,12%,i,41,x,x,i,8,3.3,2.4,5.7

# Some of the compounds tested. The share of hits here may be higher or lower than overall.
